# TRPV1 agonist: activates the human vanilloid receptor TRPV1; TRPV1-expressing cells, Fluo-8 calcium influx, agonist mode; activation, % at 8.33 µM; actives 0.19% (n = 320,000); AID 540275; in the data active = activation above about 80%; inconclusive = between about 30% and that limit; also: 0% is about no effect
#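 Fluo-8 calcium influx in TRPV1-expressing cells, kinetic read (ex 480/em 520 nm). Compound added and read 3 min for agonist activity, followed by capsaicin at EC20 final and 2 min further read for enhancement.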
# USP2a block: blocks human ubiquitin-specific protease USP2a. O75604. USP2 core, Ub-CHOP2 coupled fluorogenic reporter, 485/531. Potency, µM (titrated, usually from 38.3 µM), inactives show at the highest dose activity change, negative = inhibition, hits mostly inhibitors. actives 0.01% (n = 330,000). AID 463254;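 also: potency is read from the fitted curve at half-maximal effect; plate controls were DMSO wells for no effect and full inhibition by NEM control for full effect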
#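 Deubiquitinase activity read as fluorescence (485/531 nm) after Ub-CHOP2 cleavage activates the enterokinase reporter on its substrate; USP2 core 10nM, Ub-CHOP2 and substrate 25nM each, 30min compound preincubation then 60min RT; data normalized to NEM, curves fitted.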
# Giardia killer: Giardia lamblia killing. Giardia lamblia trophozoite viability. activity change, % at 7.66 µM, hits read low. actives 0.15% (n = 340,000); in the data active = activity change below about -80%; inconclusive = between about -30% and that limit;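 also: parasites exposed to compound for two days anaerobically before the ATP read; % is scaled to controls: 0 for no effect and ±100 for the full control effect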
#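 Compounds were tested on trophozoites seeded at 100 cells/well and held 48 hrs at 37 deg C anaerobically. An ATP-based luminescent kit measured the remaining live cells.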
# CXXC DNA block: blocks binding of human MLL CXXC domain to DNA | Potency, µM (top dose mostly 115 µM), for inactives: at the top dose activity change, negative = inhibition, usual class: inhibitors | actives 0.037% (n = 290,000) | MLL-CXXC / FITC-HOXA9 DNA fluorescence polarization | Q03164; active = well fitted inhibition curve with a large enough effect in the polarisation, with a control signal flat, not every such curve was filed as active; inconclusive = small, poorly fitted or top-dose-only effect, or effect the other way, or a change in a side signal; inactive = no such curve, though single readings can be large or run the other way; the % refers to the polarisation; also: potency is read from the fitted curve at half-maximal effect
#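 Fluorescence polarization: 7 uM MLL-CXXC (stock) preincubated 5 min with compounds, then 50 nM fluorescein-HOX-A9 DNA (stock) added; 30 min ambient. Buffer 50 mM Tris-HCl pH 7.5, 50 mM NaCl, 1 mM DTT, 0.05% BSA.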
# KCNH2 3.1 block: inhibitors of human KCNH2 3.1 potassium channel isoform; U2OS KCNH2 3.1, thallium flux FluxOr; stronger effect = lower value; activity change, % (tested at about 1.8 µM); actives 0.95% (n = 340,000);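 active = maximum activity change below -70%; inconclusive = maximum activity change from -70% to -50%; inactive = maximum activity change above -50%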;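 also: thallium influx rate constant from kinetic fluorescence after stimulation buffer; % is scaled to controls: 0 for no effect and ±100 for the full control effect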
#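 Thallium flux read-out: FluxOr dye with Red40 quencher in HBSS/HEPES, 45 min at RT. Rate constants from kinetic reads were normalized to positive and negative DMSO controls. Cells: U2OS virally expressing the 3.1 isoform.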
# GALK inhibitor: galactokinase (human) inhibition | P51570 | Purified GALK, Kinase-Glo residual ATP luminescence | Potency, µM (doses to about 57.5 µM), for the others: top-dose activity change, negative = inhibition, usual class: inhibitors | actives 0.007% (n = 270,000) | AID 1868; also: potency is read from the fitted curve at half-maximal effect; % is scaled to controls: 0 for no effect and ±100 for the full control effect
# Target sequence (P51570 whole entry, looked up): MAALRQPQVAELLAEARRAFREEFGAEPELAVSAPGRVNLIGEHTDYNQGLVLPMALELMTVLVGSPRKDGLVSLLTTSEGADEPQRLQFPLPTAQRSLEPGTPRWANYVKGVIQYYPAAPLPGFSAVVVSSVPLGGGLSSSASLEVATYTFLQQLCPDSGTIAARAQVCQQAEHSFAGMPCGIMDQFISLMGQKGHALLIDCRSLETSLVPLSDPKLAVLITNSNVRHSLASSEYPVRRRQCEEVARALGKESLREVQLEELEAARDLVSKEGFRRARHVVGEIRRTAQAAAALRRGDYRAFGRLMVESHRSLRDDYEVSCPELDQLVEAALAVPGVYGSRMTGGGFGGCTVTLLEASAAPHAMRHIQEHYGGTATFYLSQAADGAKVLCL
#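 The enzyme phosphorylates galactose (100 uM) using ATP (35 uM); inhibition is detected as higher residual ATP, quantified by bioluminescence after 1 h reaction at room temperature, pH 8.0.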
# PKM2 act: increases activity of human pyruvate kinase M2; purified PKM2, Kinase-Glo ATP luminescence, activation; response scale: 0% is enzyme alone, no compound; Potency, µM (highest dose often 57.5 µM), for inactives: at the highest dose activation, actives largely listed as activators; actives 0.34% (n = 260,000); AID 1631; also: potency is read from the fitted curve at half-maximal effect; % is scaled to controls: 0 for no effect and ±100 for the full control effect; nearly all actives have a fitted effect of over 55% in size
#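 Purified hPK-M2 (>95%) run at intermediate activity with 0.1 mM ADP and 0.5 mM PEP in 50 mM imidazole pH 7.2, KCl, MgCl2; 1 h room temperature. ATP formed read by Kinase-Glo luminescence; normalized to uninhibited and no-enzyme controls.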
# KCNH2 WT inh: KCNH2 (human, wildtype) channel inhibition; actives 0.37% (n = 340,000); U2OS, BacMam KCNH2, thallium flux FluxOr; stronger effect = lower value; activity change, % at 1.84 µM; Q12809; AID 720551;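 active = maximum activity change below -70%; inconclusive = maximum activity change between -70% and -50%; inactive = maximum activity change above -50%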; also: % is scaled to controls: 0 for no effect and ±100 for the full control effect
#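 U2OS cells transduced with wild-type KCNH2 virus are loaded with FluxOr dye for 45 min, and thallium flux is measured in kinetic reads before and after stimulation buffer. Rate constants are normalized to DMSO controls.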
# Coupling enz: coupling enzyme interference in Giardia aldolase counter-screen. coupling enzyme system counterscreen, AmpLite Red fluorescence. actives 0.67% (n = 290,000). activity change, negative = inhibition, % at 58.2 µM, hits read low; in the data active = activity change below about -30%; also: % is scaled to controls: 0 for no effect and ±100 for the full control effect
#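 Counterscreen lacking aldolase: glyceraldehyde-3-phosphate coupling-enzyme reagent preincubated 10 min at RT with compound (at 57.5 uM final), then substrate/coupling system with AmpLite Red added; fluorescence read at 525/598 nm after 20 min RT.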
# Menin MLL FP TR: displaces Texas Red mutant MLL peptide from human menin. actives 0.23% (n = 270,000). Potency, µM (series often up to 61.6 µM), for the others: at the highest dose FP activity change, negative = inhibition, hits mostly inhibitors. Menin + Texas Red MLL mutant peptide, fluorescence polarization. O00255; active = well fitted inhibition curve with a large enough effect in the polarisation, with a control signal flat, not every such curve was filed as active; inconclusive = small, poorly fitted or top-dose-only effect, or effect the other way, or a change in a side signal; inactive = no such curve, though single readings can be large or run the other way; the % refers to the polarisation; also: potency is read from the fitted curve at half-maximal effect; % of control where 0% means no effect; many of its hits are not listed in these tables
# Target sequence (O00255 whole entry, looked up): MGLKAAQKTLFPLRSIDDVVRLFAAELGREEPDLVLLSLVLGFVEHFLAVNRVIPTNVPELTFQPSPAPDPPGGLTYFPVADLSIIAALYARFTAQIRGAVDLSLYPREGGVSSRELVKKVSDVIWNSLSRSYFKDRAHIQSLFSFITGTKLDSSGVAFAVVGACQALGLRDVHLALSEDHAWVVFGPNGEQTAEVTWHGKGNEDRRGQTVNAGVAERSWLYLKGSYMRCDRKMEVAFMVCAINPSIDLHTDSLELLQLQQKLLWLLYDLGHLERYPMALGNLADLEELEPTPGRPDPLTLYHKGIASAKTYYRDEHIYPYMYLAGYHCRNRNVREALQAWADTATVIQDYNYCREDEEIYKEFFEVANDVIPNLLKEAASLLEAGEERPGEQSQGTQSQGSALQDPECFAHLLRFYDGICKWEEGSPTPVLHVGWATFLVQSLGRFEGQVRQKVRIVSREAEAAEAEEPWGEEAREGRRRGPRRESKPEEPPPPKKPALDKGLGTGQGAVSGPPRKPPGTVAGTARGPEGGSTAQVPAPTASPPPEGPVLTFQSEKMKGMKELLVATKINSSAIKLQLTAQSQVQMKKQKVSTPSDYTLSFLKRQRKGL
# B2AR arrestin: beta2AR (human) beta-arrestin recruitment activity. beta-arrestin recruitment to beta2AR, cell-based reporter. Potency, µM (titrated, usually from 46.1 µM), inactives show top-dose activation, hits mostly activators. actives 0.02% (n = 330,000). P07550. AID 492947;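 also: potency is read from the fitted curve at half-maximal effect; 0% = DMSO controls and full agonism = EC100 isoproterenol or metaproterenol; nearly all actives have a fitted effect of over 65% in size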
# The depositor's hits bear a star; u = inconclusive; x = no result given; [ ] = dose if it differs, or a comment. Unless noted, calls follow the shape of the dose curve; as a rule, active = well fitted curve in the direction sought with a large enough effect; inconclusive = small, poorly fitted or top-dose-only effect, or another doubt; inactive = no such curve, though single readings can be large; an effect the other way counts as inactive or inconclusive. These rows are one share of the data, so the mix of outcomes need not match the whole.
compound	TRPV1 agonist	USP2a block	Giardia killer	CXXC DNA block	KCNH2 3.1 block	GALK inhibitor	PKM2 act	KCNH2 WT inh	Coupling enz	Menin MLL FP TR	B2AR arrestin
CCS(=O)(=O)c1nc(S(=O)(=O)c2ccc(C)cc2)c(NCCCn2ccnc2)s1	3	3%	-6	-6%	1	1%	x	7	x	x	-0.1%
COC(=O)C1[C@H]2SC(C)(C)C(C(=O)OC)N2C(=O)N1Cc1nc2ccccc2s1 (stereo not given in full)	6	-1%	4	4%	8	x	7%	1	-2	x	-0.7%
COc1cc(OC)c(C2=NOC(C(=O)Nc3ccc4c(c3)OCO4)C2)cc1Cl (stereo not given)	13	0%	12	u	2	-4%	-12%	-10	-4	30%	-0.1%
O=c1ccc(-c2nc3ccccc3n2Cc2ccc(Cl)cc2)c[nH]1	18	-7%	-4	-3%	-10	-3%	x	1	0	-22%	-0.5%
Cn1cc(C(=O)NS(=O)(=O)Nc2ccc(Br)cn2)c2ccccc21	5	5%	24	4%	1	-4%	x	9	0	u	-0.3%
CCN(CC)C(=O)c1cccc(NC(=O)c2cc(C3CC3)nc3c2cnn3C(C)C)c1	0	-1%	-1	x	-21	x	x	4	x	x	1.6%
COc1ccccc1/C=C\C=N\NC(=O)c1ccco1	0	-1%	2	-5%	3	0%	0%	-4	0	6%	0.3%
CC(CC(=O)NCc1cccnc1)c1ccccc1 (stereo not given)	1	1%	-10	-10%	-32	0%	-11%	-3	1	20%	0.1%
CCCCN(C(=O)CSCC(=O)Nc1cccc(C)c1)c1c(N)n(Cc2ccccc2)c(=O)[nH]c1=O	-2	1%	-23	x	-4	x	x	-8	x	x	-0.1%
COC(=O)C1(CCSC)NC(c2ccc(O)cc2)C2C(=O)N(c3ccc(F)cc3)C(=O)C21 (stereo not given)	4	1%	-1	-3%	-4	5%	-3%	-9	0	20%	-2.2%
COc1ccc(/C=C/C(=O)Nc2ccc(C)cc2)cc1S(=O)(=O)N1CCOCC1	4	11%	-5	3%	-28	0%	5%	3	-3	x	-0.6%
COc1ccccc1CN(C(=O)Cc1cccs1)C(C(=O)NC1CCCC1)c1ccncc1 (stereo not given)	8	1%	17	17%	7	1%	4%	-11	5	u	-0.6%
Cc1cccc(N2C(=O)C3C(c4ccccc4)OC4(C(=O)c5ccccc5C4=O)C3C2=O)c1 (stereo not given)	-2	3%	11	-2%	4	4%	-15%	24	-14	50%[activator]	-0.8%
Cc1ccc(C)c(N(CC(=O)NCc2ccco2)C(=O)CNS(=O)(=O)c2ccc(F)cc2)c1	-1	4%	13	5%	16	-1%	x	-4	0	x	0.1%
CCOC(=O)N1CCN(C(=O)c2ccc3c(c2)N=C(CC)c2cc(C)ccc2S3)CC1	-4	-8%	-29	11%	-9	-4%	x	-3	-3	u	0.3%
CNC(=S)N(CCc1c(C)[nH]c2ccc(C)cc12)Cc1cc(OC)c(OC)c(OC)c1	3	0%	u	19%	-1	x	-2%	12	0	u	-0.5%
Cc1nc2ccc(S(=O)(=O)NCC(=O)Nc3cccc(F)c3)cc2s1	-5	1%	-23	7%	-1	11%	1%	-8	10	10%	0.2%
COC(=O)c1ccc(NC(=O)c2cccc(NC(=O)c3ccccc3)c2)cc1	3	4%	-9	6%	6	-3%	0%[11.5 µM]	-12	2	-24%	-0.3%
COc1ccc(N2CCN(CCC3Oc4cc([N+](=O)[O-])ccc4NC3=O)CC2)cc1 (stereo not given)	5	-1%	-12	0%	3	4%	0%	-3	1	u	-0.4%
O=C(COC(=O)c1ccccc1NS(=O)(=O)c1cccs1)NCC12CC3CC(CC(C3)C1)C2	1	1%	-6	4%	-30	0%	-1%	-5	-4	21%	0.5%
Cc1ccc(N2CC(C(=O)NCc3ccc(C)n3C)CC2=O)cc1 (stereo not given)	4	-8%	7	4%	15	6%	-10%	-3	7	7%	0.1%
Cc1nc2ncnn2c(C)c1Cc1c(Cl)cccc1Cl	3	0%	-18	0%	-14	0%	1%	7	0	-3%	-0.2%
CCOC(=O)c1[nH]c(=O)[nH]c1CSCCO	2	1%	-8	0%	11	-1%	1%	2	0	-5%	-0.2%
CN1C(=O)/C(=C2/C=CC=CN2C)OC1=S	-1	-2%	26	-2%	12	1%	11%	-15	0	-24%	-0.9%
COc1ccc(CNC(=O)CN(C)CC(=O)Nc2ccccc2Br)cc1	x	1%	-8	x	13	x	x	-8	x	x	0.0%
COc1ccc(CN2C(=O)c3ccccc3C2C(=O)NC2CCCCCC2)c(OC)c1 (stereo not given)	23	0%	7	-8%	3	0%	3%	x	1	-5%	-0.3%
Cn1c(SCc2ccc([N+](=O)[O-])cc2)nc2c(c1=O)SCC2	-3	0%	0	2%	-21	8%	-6%	5	3	-3%	0.0%
CCc1nnc(NC(=O)CSc2nccn2-c2ccccc2)s1	-1	0%	-3	1%	-14	x	0%	-32	4	-11%	0.1%
CCCSc1nc2c(c(=O)[nH]c(=O)n2C)n1Cc1ccccc1	25	1%	-28	-3%	6	4%	2%[11.5 µM]	-14	2	u	-1.1%
O=C(NCCCO)C(=O)NCc1ccncc1	1	-1%	-16	2%	28	1%	-1%	2	1	-4%	0.0%
Cc1nnsc1S(=O)c1ccc(Br)cc1 (stereo not given)	3	1%	-19	14%	-6	1%	x	10	5	-8%	0.3%
CC(=O)Oc1ccc(/C(C)=N/N2CCN(Cc3ccc(C)cc3)CC2)cc1	-2	2%	-17	4%	-14	-4%	-7%	-2	2	2%	0.0%
COC(=O)c1sc(S(=O)(=O)NCc2cccs2)c(C(=O)OC)c1C	-3	-1%	4	-6%	0	1%	3%	-7	5	8%	-0.4%
Cc1sc2ncn(CC(=O)NCCc3ccccc3)c(=O)c2c1C	3	3%	-4	14%	-6	-2%	-15%	-1	3	8%	0.3%
Cc1ccsc1-c1nc(CN2CCCC2c2ccc(F)cc2)c(C)o1 (stereo not given)	7	-1%	7	32%[activator]	-14	0%	-1%	4	0	-16%	-0.2%
CCN(C)c1ccc(/C=N\n2nnnc2N)cc1	x	5%	-8	2%	5	-3%	-8%	8	1	33%[activator]	-1.0%
NC(=O)N[C@@H](Cc1c[nH]c2ccccc12)C(=O)OCC(=O)N1CCCCC1	1	4%	16	4%	24	-1%	-2%	2	1	-13%	-1.2%
O=C(O)CCn1cc(-c2ccc(F)cc2)nc1-c1ccncc1	-2	0%	17	x	22	x	x	2	x	x	0.0%
CCOc1ccc(NC(=S)NCCN2CCN(Cc3ccccc3)CC2)cc1	4	2%	u	1%	-21	11%	-5%	-10	3	3%	0.2%
Cc1ccc(S(=O)(=O)N2CCC(C(=O)NCC(C)(C)N3CCOCC3)CC2)c(C)c1	-3	0%	-3	x	20	x	x	11	x	x	-0.3%
CCCN(CC(=O)Nc1ccc(C(N)=O)cc1)CC(=O)Nc1ccc(Cl)cc1Cl	7	3%	-6	5%	-1	2%	-1%	4	-1	-28%	0.1%
Cc1nc(-c2nnc(-c3ccccc3)o2)c(C(F)(F)F)o1	3	0%	14	-6%	-13	0%	3%	-2	0	x	6.0%
O/N=C/c1cc(Br)ccc1OCc1cccc(F)c1	1	4%	-13	-3%	-35	0%	0%	-4	1	28%	0.4%
O=C(O)C12CC3CC(C1)CC(n1ncc(NCc4ccco4)c(Cl)c1=O)(C3)C2	5	1%	1	9%	13	-3%	3%	-3	2	x	0.4%
Cc1c(CN(C)C(=O)c2sc3cc(Cl)ccc3c2Cl)cnn1C	6	2%	12	0%	-2	-3%	1%	-4	-1	u	-0.4%
CCCN1C=CC(=C2C(=O)c3ccccc3C2=O)C=C1	2	2%	-97*	-1%	-8	8%	-54%	-19	-4	-2%	-0.2%
COC(=O)c1ccc(CN(c2ccc(C)cc2)S(=O)(=O)c2ccc3c(c2)OCCO3)o1	-1	-8%	-17	3%	-15	2%	u	2	-3	-4%	0.2%
O=C(NCCNS(=O)(=O)c1ccccc1)N1CCOCC1	-1	3%	-8	0%	u	-1%	-3%	1	3	0%	0.1%
CC(C)(C)C(=O)Nc1ccccc1C(=O)NCc1cccnc1	4	2%	-6	-1%	-7	-1%	3%	-4	1	x	-0.8%
CCc1noc(C)c1C(=O)N1CCCSC1=Nc1ccccc1Cl	7	-1%	-8	x	-3	x	x	-7	x	x	4.2%
Cc1ccc(OCC(=O)O/N=C(\N)c2cccnc2)cc1	5	-1%	-27	2%	4	-1%	5%	7	0	0%	0.0%

# Compound activity: PubChem BioAssay, National Center for Advancing Translational Sciences (NCATS)
